NTR1 agonist: NTR1-driven beta-arrestin-GFP spot formation – imaging, U2OS cells, high content, primary screen (AID 493036) | agonist mode | activation, % at 20 µM | hit rate 0.17% among 330,000 | P30989;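 active = activation at or above 40% of the spot to cytoplasm intensity ratio, with at least 20 cells analyzed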;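 note: 0% = DMSO without peptide and 100% = 100 nM NTR1 peptide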
Target sequence (P30989 whole entry, looked up): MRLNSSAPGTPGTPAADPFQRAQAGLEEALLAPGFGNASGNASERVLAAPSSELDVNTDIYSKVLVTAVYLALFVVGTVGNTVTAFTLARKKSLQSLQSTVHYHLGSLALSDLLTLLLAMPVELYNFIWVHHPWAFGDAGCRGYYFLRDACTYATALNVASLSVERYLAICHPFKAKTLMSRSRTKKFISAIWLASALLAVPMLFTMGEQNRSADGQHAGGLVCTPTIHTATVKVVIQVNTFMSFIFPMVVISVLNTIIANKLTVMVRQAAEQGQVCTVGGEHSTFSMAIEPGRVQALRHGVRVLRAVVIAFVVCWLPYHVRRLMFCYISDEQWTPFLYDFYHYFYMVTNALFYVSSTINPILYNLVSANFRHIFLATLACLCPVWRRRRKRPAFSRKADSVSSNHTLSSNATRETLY
T cell modulator: modulates CD8 T cell binding to vesicles. 2C CD8+ T cell-vesicle binding, flow cytometry; stronger effect = lower value. calls only at 7 µM. hit rate 0.068% among 330,000. AID 2052;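 active = response, share of CD8 T cells binding vesicles, and their 90th percentile fluorescence all below set limits, cut at about 80% in these data, passing the limit was not always enough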
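Material: 2C TCR transgenic mouse naive CD8+ T cells, MACS-purified. Also added: QL9-charged Drosophila Ld/ICAM-1/B7-1 vesicles. Timing: binding 1.5 h at 37 °C. Measured by: high-throughput flow cytometry with anti-B7-1 and anti-CD8 staining. Read-out: percent CD8+ FL2 mean versus row control. Controls: Unloaded micro-vesicles (low), QL9 vesicles with 0.7% DMSO (high).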
Rac1 GTP hydrolysis: MgcRacGAP GTPase-activating activity inhibitors, confirmation, biochemical, ADP Hunter fluorescence. MgcRacGAP-stimulated Rac1 GTP hydrolysis, ADP Hunter fluorescence; higher % means a stronger effect; GST-tagged Rac1 F28L mutant substrate. inhibition, % at 30 µM, or IC50 in µM where a hit was titrated. hit rate 0.6% among 340,000;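 active = first-screen hits whose inhibition reached a set limit at any dose in the follow-up dose series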;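 note: fluorescence reports GDP produced by GAP-driven GTP hydrolysis; strong numbers were not always called active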
T cell modulator vesicle-bound %: second read-out of T cell modulator, no call of its own (marks repeat the call); double positive events, %; measured here: CD8+ vesicle-bound cell fraction;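 binding gate set so that unloaded-vesicle control wells show 10% double positive cells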
NTR1 agonist cell count 20 µM: recorded beside NTR1 agonist, whose call it bears; cell count; measured here: cell count, cytotoxicity flag
* marks the source's active call; other numbers are inactive results; i = inactive.

structure	NTR1 agonist	NTR1 agonist cell count 20 µM	T cell modulator	T cell modulator vesicle-bound %	Rac1 GTP hydrolysis
CC(OC(=O)c1ccc([N+](=O)[O-])s1)C(=O)NC1CCCCC1C (stereo not given)	-0.4	60	i	37	5%
COc1ccc(OCC(=O)NC(=O)c2ccccc2)c([N+](=O)[O-])c1	-2.5	54	i	42	3%
Nc1cccc(C#Cc2ccc3c(=O)c4ccccc4oc3c2)c1	6.7	46	i	24	5%
O=C1CC(c2ccccc2)Cc2nc(N3CCc4ccccc43)ncc21 (stereo not given)	0.6	54	i	41	4%
COc1cc(/C=C/C(=O)OC(C)C(=O)Nc2ccc(Cl)cn2)ccc1OC(F)F (stereo not given)	-1.3	51	i	47	4%
CCN(CC(=O)Nc1ccc(NC(C)=O)cc1)C(=O)CSC(=S)N1CCCC1	-1.8	52	i	23	4%
Cn1c(-c2ccc(F)cc2)cc2onc(-c3c(F)cccc3Cl)c2c1=O	9.8	68	i	22	8%
O=C(OCc1c(F)cccc1Cl)c1cccc(S(=O)(=O)N2CCOCC2)c1	-0.3	50	i	36	3%
Cc1[nH]n(-c2ccccc2)c(=O)c1C(c1ccc(O)c([N+](=O)[O-])c1)c1c(C)[nH]n(-c2ccccc2)c1=O	8.2	56	i	60	22%
CC(NC(=O)NC(=O)c1ccc(F)cc1)C1CC1 (stereo not given)	1.5	58	i	36	2%
C[C@@H]1COC(=O)[C@H](Cc2ccc(F)cc2)C/C=C\C[C@@H](CC(=O)NCCO)C(=O)N1	0.1	35	i	12	7%
CCN(c1ccccc1)S(=O)(=O)c1ccc(OC)c(NC(=O)Cc2ccc(F)cc2)c1	-0.5	66	i	5	2%
Cc1cc(C)n2nc(C(=O)OCC(=O)Nc3ccc(C)c(S(=O)(=O)N(C)C)c3)nc2n1	0.4	63	i	42	5%
O=C(Nc1ccc(Br)cc1)c1cc(-c2ccncc2)nc2ccccc12	7.9	55	i	14	7%
CCOC(=O)N1CCN(C(=O)COC(=O)c2ccc(N(C)C)cc2)CC1	1.6	61	i	39	7%
Cc1cccc(C)c1NC(=O)COC(=O)CNC(=O)C1CCCCC1	0.7	68	i	31	7%
CCOc1ccc(C(=O)O[C@H]2[C@H](Cc3ccccc3)NS(=O)(=O)[C@H]3C[C@@H]4C=C[C@]23O4)cc1	0.2	54	i	26	6%
Cc1ccc(S(=O)(=O)N2CCN(CCOc3c(Cl)cccc3Cl)CC2)cc1C	-0.8	39	i	29	4%
O=C1N(c2ccccc2C(F)(F)F)OC1(Cc1ccccc1)c1ccccc1 (stereo not given)	12	40	i	39	8%
CN(C(=S)NC(=O)C1CC1)c1ccc(O)cc1	-2.8	52	i	30	41%
CC1CCN(S(=O)(=O)c2ccc(NC(=O)[C@@H]3CCCN3C(=O)c3cccs3)cc2)CC1	-2.1	56	i	26	4%
O=C(OCC(=O)C12CC3CC(CC(C3)C1)C2)c1ccc(O)cc1	8.7	51	i	43	5%
Cc1cc(Cl)c(C)c(S(=O)(=O)Oc2ccccc2NC(=O)CCC(=O)O)c1Cl	-0.6	70	i	12	6%
CCc1cn(C2CC(O)C(CO)O2)c(=O)[nH]c1=O (stereo not given)	-1.5	53	i	33	4%
C=CC[C@H](CC(=O)N(CCO)Cc1ccccc1)C(=O)N[C@@H](COC(=O)[C@@H](CC=C)Cc1ccc(F)cc1)Cc1c[nH]c2ccccc12	20	57	i	14	7%
CC[C@@]1(C(=O)OC)N[C@H](CN(C)C(=O)c2ccc(C)cc2)[C@@H]2C(=O)N(C)C(=O)[C@@H]21	0.2	39	i	11	5%
COc1ccc(OC)c(C(C)NS(=O)(=O)c2cccs2)c1 (stereo not given)	1.5	56	i	13	4%
O=C(OCc1c(-c2ccccc2)ncc2ccccc12)c1ccco1	-0.3	51	i	56	8%
COc1ccccc1NC(=O)C(C)OC(=O)CSCC(=O)Nc1cc(C)on1 (stereo not given)	1.1	46	i	17	4%
COc1ccc(N(C(=O)c2cnccn2)C(C(=O)NC2CCCCC2)c2ccc(Cl)cc2)cc1 (stereo not given)	0.7	64	i	17	6%

Complete entries from above.
CCN(CC(=O)Nc1ccc(NC(C)=O)cc1)C(=O)CSC(=S)N1CCCC1 is entered as NTR1 agonist = -1.8; NTR1 agonist cell count 20 µM = 52; T cell modulator = i; T cell modulator vesicle-bound % = 23; Rac1 GTP hydrolysis = 4%
CC(OC(=O)c1ccc([N+](=O)[O-])s1)C(=O)NC1CCCCC1C (stereo not given) is entered as NTR1 agonist = -0.4; NTR1 agonist cell count 20 µM = 60; T cell modulator = i; T cell modulator vesicle-bound % = 37; Rac1 GTP hydrolysis = 5%

New compounds follow:
structure	NTR1 agonist	NTR1 agonist cell count 20 µM	T cell modulator	T cell modulator vesicle-bound %	Rac1 GTP hydrolysis
COc1cc(CNS(=O)(=O)CCl)cc(OC)c1OC	-0.9	53	i	31	8%
N#Cc1nc(Nc2cccc(Cl)c2)c2ncn(C3CCCC3)c2n1	18	60	i	45	14%
Cc1ccc(OCC(=O)N2CCN(S(=O)(=O)c3ccc(Cl)s3)CC2)cc1C	1.9	66	i	31	1%
O=C(CN1C(=O)NC(c2ccccc2)(c2ccccc2)C1=O)NCC(=O)Nc1ccc(F)cc1	1.4	62	i	29	5%
C=CCn1c(SCC(=O)Nc2cccc(S(N)(=O)=O)c2)nnc1C1CCCCC1	2.9	67	i	29	1%
Cc1cccc(C)c1NC(=O)CNC(=O)CN1C(=O)NC2(CCc3ccccc32)C1=O (stereo not given)	-1.8	68	i	3	5%
CCOc1ccccc1-n1nnnc1SCC(=O)NCC1(N2CCOCC2)CCCCC1	-3.8	35	i	38	-2%
O=C(NNS(=O)(=O)c1ccccc1Cl)C1COc2ccccc2O1 (stereo not given)	-0.1	56	i	51	6%
COc1cc(NC(=O)c2ccccc2)c(OC)cc1NC(=O)CN1C(=O)NC2(CCCCC2)C1=O	2.0	40	i	40	7%
C=CC[C@H](CC(=O)N(CCO)Cc1ccccc1)C(=O)N[C@H](COC(=O)[C@H](CC=C)CC(=O)OC(C)(C)C)Cc1ccccc1	3.6	57	i	6	7%
Cc1cc(C(=O)NNC(=O)CN2C(=O)NC3(CCCCC3)C2=O)c(C)o1	0.5	62	i	67	2%
Cc1cc(C(=O)COC(=O)c2cccc(O)c2)c(C)n1C1CC1	0.4	50	i	38	7%
COc1ccc(C(=O)Nc2nnc(C)s2)cc1S(=O)(=O)N1CCOCC1	-0.1	79	i	34	4%
COc1cc(/C=C/C(=O)O)cc(S(=O)(=O)Nc2ccccc2C(=O)NCc2ccco2)c1OC	4.0	62	i	49	1%
COc1cccc(-c2sc3ccc(OC)cc3c2C#CCCO)c1	11	36	i	44	-5%
CC1CN(S(=O)(=O)c2cccc(C(=O)N(C)C3CCN(C)CC3)c2)CC(C)O1 (stereo not given)	0.5	101	i	12	3%
CC(C)(C)NC(=O)NC(=O)CSc1ccc(S(=O)(=O)N2CCOCC2)cn1	-1.9	58	i	45	4%
Cc1ccc(C(C)C)c(OCC(=O)c2c(O)c3ccccc3oc2=O)c1	1.3	47	i	50	15%
O=S(=O)(c1cccc(-c2n[nH]c(=S)n2-c2ccc(OC(F)(F)F)cc2)c1)N1CCOCC1	0.9	46	i	44	6%
CN(CC(=O)Nc1ccccc1C(F)(F)F)C(=O)c1ccc2c(=O)n3c(nc2c1)CCC3	-1.9	62	i	2	-4%
COC(=O)c1c(-c2ccc(OC)cc2)sc2ccc(N3CCOCC3)cc12	7.1	37	i	18	10%
COc1cc(C(C)=O)ccc1OCC(=O)Nc1ccc2nc(C)sc2c1	1.8	60	i	34	-7%
CCCN(CC(=O)Nc1cc(C)on1)CC(=O)Nc1ccccc1C	-1.5	54	i	41	11%
COc1cc2ccccc2cc1C(=O)NC1CCC(C)CC1 (stereo not given)	3.2	38	i	34	0%
O=C(CN1C(=O)NC2(CCc3ccccc32)C1=O)NCc1cccc(C(F)(F)F)c1 (stereo not given)	-1.5	45	i	30	-3%
CSc1ccc(NC(=O)CSc2nc3[nH]c(=O)cc(O)c3s2)cc1	1.1	61	i	20	11%
CN(C)c1ccc(C(=O)OCC#CCSc2nnc(-c3cccc4ccccc34)o2)cc1	3.7	53	i	17	0%
O=C(Nc1cccc(S(=O)(=O)Nc2ccc(Cl)cc2)c1)c1ccccn1	5.3	49	i	51	25%
Cc1ccsc1CN(C)C(=O)CN1C(=O)NC(c2ccccc2)(c2ccccc2)C1=O	5.4	54	i	14	2%
O=C(CCc1nc2ccccc2c(=O)[nH]1)Nc1cc(C(F)(F)F)ccc1N1CCCC1	-1.1	50	i	46	1%

Another view of part of the listing above.
Each structure is followed by: NTR1 agonist | NTR1 agonist cell count 20 µM | T cell modulator | T cell modulator vesicle-bound % | Rac1 GTP hydrolysis
CN(CC(=O)Nc1ccccc1C(F)(F)F)C(=O)c1ccc2c(=O)n3c(nc2c1)CCC3
  -1.9 | 62 | i | 2 | -4%
COC(=O)c1c(-c2ccc(OC)cc2)sc2ccc(N3CCOCC3)cc12
  7.1 | 37 | i | 18 | 10%

An excerpt from above, showing only Rac1 GTP hydrolysis:
SMILES	Rac1 GTP hydrolysis
COc1cc(C(C)=O)ccc1OCC(=O)Nc1ccc2nc(C)sc2c1	-7%
CCCN(CC(=O)Nc1cc(C)on1)CC(=O)Nc1ccccc1C	11%
COc1cc2ccccc2cc1C(=O)NC1CCC(C)CC1 (stereo not given)	0%
O=C(CN1C(=O)NC2(CCc3ccccc32)C1=O)NCc1cccc(C(F)(F)F)c1 (stereo not given)	-3%

Other records follow.
structure	NTR1 agonist	NTR1 agonist cell count 20 µM	T cell modulator	T cell modulator vesicle-bound %	Rac1 GTP hydrolysis
CCC(CC)NC(=O)C1CCN(c2ccc(S(=O)(=O)N3CCOCC3)cc2[N+](=O)[O-])CC1	1.5	63	i	7	7%
O=C(OCC(=O)N1CCCCC1)c1ccc(OC(F)(F)F)cc1	-0.3	49	i	26	7%
CC[C@]12c3[nH]c4ccccc4c3CCN1C(=O)C(CC(=O)NCCCn1ccnc1)C[C@@H]2C(=O)N1CCN(C(=O)C2CC2)CC1 (stereo not given in full)	2.5	64	i	6	0%
COc1cccc(Oc2ccc(C(F)(F)F)cc2NC(=O)CN2C(=O)NC3(CCCC3)C2=O)c1	5.1	70	i	39	5%
COC(=O)C[C@H](NC(=O)Cn1cnc2c(SC)nc(N)nc21)C(=O)OC	6.1	60	i	19	-2%
O=C(CSc1ccc2ccccc2n1)NCCCN1CCCC1=O	-2.1	65	i	46	5%
CCc1ccc(Nc2nnc(SCC(=O)NC(=O)CN3CCCC3=O)s2)cc1	-0.3	58	i	43	10%
O=C(CSc1nnc2ccccn12)NC(=O)c1ccccc1	6.8	54	i	45	9%
Cc1cccc(N2CCN(C(=O)c3cccc(S(=O)(=O)N4CCCCC4)c3)CC2)c1C	7.8	48	i	57	0%
CC(C)=CCC[C@](C)(O)C1CC[C@]2(C)C1[C@H](O)CC1[C@@]3(C)CC[C@H](O[C@@H]4O[C@H](CO)[C@@H](O)[C@H](O)[C@H]4O[C@@H]4O[C@H](CO)[C@@H](O)[C@H](O)[C@H]4O)C(C)(C)C3CC[C@]12C (stereo not given in full)	-3.0	72	i	3	-8%
O=C(COC(=O)c1ccc(S(=O)(=O)N2CCCC2)cc1)Nc1cccc(Cl)c1	0.8	71	i	19	1%
CCOc1ccc(CN(C)C(=O)CCNC(=O)c2ccco2)cc1	-1.7	46	i	39	5%
O=C(COC(=O)c1ccc2c(c1)OCO2)Nc1ccccc1OC(F)F	1.9	57	i	67	4%
O=C(COc1ccccc1F)Nc1ccccc1C(=O)NC1CC1	-0.7	52	i	22	6%
CCOc1cc(C(=O)Nc2cc(F)ccc2C)ccc1OCC(=O)N1CCOCC1	-1.9	46	i	33	1%
COc1cc([N+](=O)[O-])ccc1NC(=O)C1CCCN(S(C)(=O)=O)C1 (stereo not given)	0.2	64	i	17	8%
O=C(O)c1cc(-c2ccccc2)nc(-c2ccccc2)c1	0.4	55	i	36	7%
COc1cc(NC(=O)COC(=O)CO/N=C(\C)c2ccc3c(c2)OCO3)cc(OC)c1	-2.3	59	i	39	-1%
O=C(CNC(=O)C1CC1)Nc1ccc(F)c(F)c1F	2.5	52	i	27	-2%
O=[N+]([O-])c1cccc(S(=O)(=O)Nc2ccc3cn[nH]c3c2)c1	0.3	65	i	29	5%
C[C@H](CO)N1C[C@H](C)[C@@H](CN(C)C(=O)NC2CCCCC2)Oc2ccc(NS(=O)(=O)c3ccc(F)cc3)cc2C1=O	1.9	55	i	12	4%
O=C(Nc1cccc(S(=O)(=O)N2CCCC2)c1)c1cc(=O)[nH]c2ccccc12	-1.3	64	i	20	9%

These rows are one share of the data, so the mix of outcomes need not match the whole.
